# CASP6 VEID inh: human caspase-6 inhibitors, primary screen, biochemical, VEID-R110 fluorescence, single point, set 2; P55212; purified caspase-6, Z-VEID-R110 cleavage fluorescence; inhibition, % at 12.5 µM; 0.53% of 350,000 active; AID 686996, 2013;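 active = mean inhibition across replicates at least about 35%, with every replicate also reaching that limit, limit read from the data; inconclusive = only one of the two criteria met; inactive = neither criterion met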;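 also: 0% = median of neutral control wells and 100% = no fluorescence left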
# Target sequence (P55212 24-179 limits assumed): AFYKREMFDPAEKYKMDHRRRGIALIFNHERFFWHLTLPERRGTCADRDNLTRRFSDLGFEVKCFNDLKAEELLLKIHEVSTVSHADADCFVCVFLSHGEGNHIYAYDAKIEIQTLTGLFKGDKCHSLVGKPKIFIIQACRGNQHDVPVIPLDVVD
# Target sequence (P55212 194-293 limits assumed): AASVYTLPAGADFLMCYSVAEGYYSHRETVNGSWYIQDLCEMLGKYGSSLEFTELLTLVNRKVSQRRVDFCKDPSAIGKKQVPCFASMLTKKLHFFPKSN
# RAD54 inh: inhibitors of human RAD54 branch migration, primary screen, biochemical, fluorescence, single point | DNA repair and recombination protein RAD54-like (Homo sapiens), Q92698 | RAD54 Holliday junction branch migration, FAM/BHQ fluorescence | inhibition, % at 10.4 µM | 0.14% of 360,000 active | AID 602329, 2012;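 active = mean normalized replicate activity at least 40 and at least half of replicates scoring 40 or more; inconclusive = only one of the two criteria met; inactive = mean below 40 and under half of replicates reaching 40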;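 also: 0% = median of neutral control wells and 100% = median of positive control wells; inhibitors cause a drop in the FAM fluorescence signal; in these data hits start at about 50%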
# Target sequence (Q92698 whole entry, looked up): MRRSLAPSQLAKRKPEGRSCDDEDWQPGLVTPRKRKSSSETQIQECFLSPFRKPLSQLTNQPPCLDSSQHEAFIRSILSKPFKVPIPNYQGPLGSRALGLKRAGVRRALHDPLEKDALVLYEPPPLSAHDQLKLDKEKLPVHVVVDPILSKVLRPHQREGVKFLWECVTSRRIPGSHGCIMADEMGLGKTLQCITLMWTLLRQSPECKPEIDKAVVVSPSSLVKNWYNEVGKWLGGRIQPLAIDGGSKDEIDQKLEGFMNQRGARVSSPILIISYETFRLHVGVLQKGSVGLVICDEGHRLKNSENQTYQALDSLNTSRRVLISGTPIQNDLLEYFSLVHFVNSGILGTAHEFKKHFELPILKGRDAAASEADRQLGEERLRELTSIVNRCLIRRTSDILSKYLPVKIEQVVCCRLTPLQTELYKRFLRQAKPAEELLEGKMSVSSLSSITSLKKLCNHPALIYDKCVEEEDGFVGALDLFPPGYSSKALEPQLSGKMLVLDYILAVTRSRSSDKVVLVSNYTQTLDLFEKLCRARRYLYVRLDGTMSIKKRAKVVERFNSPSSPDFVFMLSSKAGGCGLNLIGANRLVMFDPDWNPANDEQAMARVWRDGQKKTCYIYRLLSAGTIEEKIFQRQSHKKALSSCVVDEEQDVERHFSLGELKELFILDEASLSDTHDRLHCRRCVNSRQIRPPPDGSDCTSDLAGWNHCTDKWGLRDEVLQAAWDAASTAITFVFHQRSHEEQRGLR
# Xi reactivation: activators of inactive X chromosome reactivation, primary screen, imaging, XiGFP fibroblasts, GFP high-content imaging, set 2; XiGFP mouse fibroblasts, % GFP-positive cells imaging, 3 d; cells co-treated with 5-aza-dC sensitizer; scaled so ellipticine positive control = 100%; 0.055% of 360,000 active; activation, % at 7.58 µM;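 active = mean normalized replicate activation at least 10% and every replicate at or above 10%; inconclusive = only one of the two criteria met; inactive = mean below 10% and not all replicates reach 10%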;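 also: 0% = median of on-plate neutral control wells and 100% = ellipticine 6 µM median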
#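 System: 68-5-11 XiGFP fibroblast line | Buffer or medium: DMEM containing 5-aza-dC | Compound: Single point | Times: Compounds 3 days, fix/stain 15 min at room temperature | Benchmarks: Positive control ellipticine, 6 µM final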
# GSIS activator: GLuc luminescence reporter in INS-1E cells, primary screen for activators of glucose-dependent secretion of insulin | INS-1E GLuc reporter insulin secretion, 2-3 h | activation, % at 16.6 µM | 0.61% of 370,000 active | AID 743287, 2014;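 active = lowest replicate activation of at least 40%, so every replicate reaches that level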;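 also: 0% = median of neutral control wells and 100% = median of IBMX positive control wells; some compounds called inactive have numbers as strong as hits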
# RAD52 inh: RAD52 DNA annealing inhibitors, primary screen, biochemical, FRET, single point, set 2. 0.46% of 360,000 active. AID 651710, 2012. inhibition, % at 18.7 µM. DNA repair protein RAD52 homolog (Homo sapiens), P43351. recombinant RAD52 DNA annealing, FRET fluorescence;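 active = every replicate showing at least 50% inhibition; inconclusive = mean inhibition at least 50% but not in every replicate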
# E-selectin induc: E-selectin induction in HUVECs, primary screen, imaging, HUVEC, immunofluorescence imaging, single point; P16581; normalized: neutral wells 0, TNF-alpha wells 100; AID 686992, 2013; activation, % at 7.58 µM; 0.37% of 260,000 active;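 active = mean E-selectin-positive cell signal at least 10% of the positive control, reached in at least 60% of replicates, without over 20% cell loss; inconclusive = no rule given, readout overlaps actives, possibly toxicity-flagged; inactive = the rest, including those meeting only one limit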;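 also: in these data hits start at about 27%; measured in HUVEC primary endothelial cells; signal is the percent of cells scored E-selectin positive by PE staining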
#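 Test system – human umbilical vein endothelial cells (HUVEC), E-selectin induction · Input – 3,000 HUVEC seeded per well · Buffer or medium – EGM-2, gelatin · Compound dosing – single-point compound dose · Detection – immunofluorescence imaging · Measure – percent E-selectin-positive cells · Controls – TNF-alpha high, DMSO low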
# DENV2 CPE rescue: inhibitors of DENV2 cytopathic effect, primary screen, cell-based, plate reader, single concentration; CPE inhibition, % at 9.99 µM; 1.7% of 350,000 active; DENV2-infected cells, cytopathic effect rescue; in the data active = CPE inhibition above about 20%, passing the limit was not always enough; inconclusive = no clear call, values can overlap the other calls; tested in BHK-21 cells;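 also: 0% = median of neutral control wells and 100% = median of positive control wells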
# F508del corr: F508del CFTR correction, initial screen, CFBE line, single point. CFBE cells, YFP halide quenching; stimulated with forskolin plus potentiator P3; % fluorescence drop versus neutral controls. activity (quench increase), % at 7.58 µM. 0.36% of 350,000 active. AID 720511, 2013;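 active = mean added fluorescence quench of at least 8% versus neutral control, with both replicates also reaching 8%; inconclusive = only one of the mean or replicate conditions met; inactive = mean below 8% and not both replicates reaching 8%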;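 also: cells transiently co-express mutant CFTR-F508del with the halide-sensitive YFP; corrector assay measuring rescue of mutant channel to the surface after 24 h compound exposure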
# The depositor's hits bear a star; ? = inconclusive; . = no result given; & = joins results of further samples. The order is random; any-hit rate near 3.7%.
Compound	CASP6 VEID inh	RAD54 inh	Xi reactivation	GSIS activator	RAD52 inh	E-selectin induc	DENV2 CPE rescue	F508del corr
Cc1ccc(S(=O)(=O)Nc2c(C)n(C)n(-c3ccccc3)c2=O)c(C)c1	2	-1	0.0	-5	-8	0.1	8	0.2
Cc1noc(C)c1NC(=O)N(C)C[C@@H]1OCCCC[C@H](C)Oc2ccc(NS(=O)(=O)c3cccs3)cc2C(=O)N([C@@H](C)CO)C[C@H]1C	-1	0	-1.1	8	-5	1.8	22*	0.5
CCOC(=O)c1ccc(NC(=O)c2cc(C)nc3ccccc23)cc1	-6	0	0.0	16	-14	1.0	-3	-1.3
O=C(C[C@@H]1CC[C@H]2[C@@H](COC[C@@H](O)CN2Cc2cc(F)cc(F)c2)O1)NC1CCC1	3	2	0.1	4	-2	-0.1	-2	0.9
C[C@H]1CCCCO[C@H](CN(C)Cc2ccc3c(c2)OCO3)[C@@H](C)CN([C@@H](C)CO)C(=O)c2cc(NC(=O)C3CCCCC3)ccc2O1	-5	-5	-0.5	-27	0	0.2	2	2.5
O=S(=O)(c1ccc(F)cc1)N1CC[C@@H]2[C@H]1c1cc(-c3ccccc3F)ccc1N[C@@H]2CO	-1	-9	0.3	-2	-12	-0.6	4	-0.6
Cc1snc(SCC(=O)c2ccc(F)cc2)c1C#N	0	.	0.0	1	-43	.	4	-0.4
CC(=O)c1c(C)[nH]c(C(=O)CN2C(=O)NC(CCc3ccccc3)C2=O)c1C (centres undefined)	1	.	0.0	1	-50	.	-2	0.9
CNC[C@@H]1Oc2ccc(NS(=O)(=O)c3ccccc3)cc2CC(=O)N([C@H](C)CO)C[C@@H]1C	1	-2	-0.3	21	11	2.4	-1	-5.3
CCC(=O)N(c1nnc(SCC(=O)c2ccc[nH]2)s1)C1CC1	1	.	0.0	2	-12	-0.1	0	2.4
Cn1cccc1/C=N/NC(=O)c1sc2cc(Cl)ccc2c1Cl	0	.	0.0	.	-13	.	-2	-2.2
O=C(Nc1c(F)cccc1F)C1CCN(C(=O)c2cccs2)CC1	-7	-5	0.0	6	-12	.	4	0.8
C[C@@H](NC(=O)C[C@H]1C[C@@H]2c3cc(NS(=O)(=O)c4ccc(F)cc4)ccc3O[C@@H]2[C@H](CO)O1)c1ccccc1	2	-14	0.1	-12	12	-0.3	-1	0.1
N#Cc1c(-c2ccc(F)cc2)ccnc1N1CCOCC1	0	-3	0.5	29	-7	-0.8	5	-1.1
CO[C@H]1CN(C)C(=O)c2ccc(NC(=O)C3CC3)cc2OC[C@@H](C)N(CC2CC2)C[C@@H]1C	2	1	0.5	3	-5	-0.1	2	-1.8
O=C(NCC1CCCN(Cc2cccc(OCCO)c2)C1)c1ccc(F)cc1 (centres undefined)	0	.	.	-7	-14	0.9	-1	-2.1
O=C(NC1CCCC1)N1CCCCN2[C@H](CO)[C@H](c3ccc(-c4cncnc4)cc3)[C@@H]2C1	-5	9	0.2	10	14	1.3	-2	-0.2
Cc1ccc(SCC(=O)Nc2c(Br)cnn2C)cc1	2	-3	0.0	-3	-14	0.1	10	-0.7
C#CCSc1cc(C(F)(F)F)nc(-c2ccccn2)n1	-3	.	0.0	4	-24	-0.7	11	-0.5
Cc1noc(C)c1NC(=O)Nc1ccc2c(c1)C(=O)N([C@H](C)CO)C[C@H](C)[C@H](CN(C)C(=O)Nc1ccccc1)OCCCC[C@@H](C)O2	0	1	0.5	11	4	-0.5	-10	0.4
CCOC(=O)c1c(-c2cccc([N+](=O)[O-])c2)csc1N	3	2	0.0	70	-19	.	4	3.5
O=C(CCC(=O)N1CCN(c2ccccc2F)CC1)N1CCN(c2ccc(F)cc2)CC1	0	-3	-0.1	-17	-4	.	-7	-1.2
COc1ccc(NC(=O)N2C[C@@H](O)COC[C@H]3O[C@H](CC(=O)NC4Cc5ccccc5C4)CC[C@@H]32)cc1	-1	1	0.0	-2	6	0.1	-5	0.1
CCCCn1nnnc1C(c1ccccc1)N1CCN(Cc2c(F)cccc2Cl)CC1 (centres undefined)	2	.	-0.1	-9	-7	-0.3	-4	-1.8
CCCS(=O)(=O)NCCc1cc2c(C)ccc(C)c2[nH]c1=O	0	-5	0.3	.	-5	0.2	20	0.1
COc1cccc(-c2nc(C(=O)NCC3CCCO3)cc3c2[nH]c2ccccc23)c1 (centres undefined)	-3	-5	.	.	-12	.	-2	2.0
COc1cccc(-c2cn(CC[C@@H]3CC[C@H](NC(=O)CC4CC4)[C@@H](CO)O3)nn2)c1	-3	-7	0.1	-9	-12	0.0	-1	-2.5
CN(Cc1cccs1)C(=O)C1CCN(S(=O)(=O)c2ccccc2)CC1	0	-1	-0.1	-4	-7	.	-1	-3.0
COc1cc(OC)cc(-c2c(-c3cccs3)c3cc(-c4cccc5[nH]ccc45)ccc3n2C)c1	.	10	0.0	13	-12	0.1	5	-0.6
C[C@@H](NC(=O)C[C@@H]1C[C@H]2c3cc(NC(=O)CN(C)C)ccc3O[C@H]2[C@@H](CO)O1)c1ccccc1	-2	6	0.0	13	6	-0.4	1	1.2
NS(=O)(=O)c1cc(C2(O)NC(=O)c3ccccc32)ccc1Cl (centres undefined)	3	1	0.3	-8	-3	-0.1	0	11*
CC(O)[C@@H](NC(=O)C1CCC(CNC(=O)[C@H](Cc2ccccc2)NC(=O)OC(C)(C)C)CC1)C(=O)O (some centres undefined)	1	4	0.1	7	1	-0.1	3	0.4
Cc1c(NC(=O)COc2cccc(F)c2)c(=O)n(-c2ccccc2)n1C	-2	-3	0.2	11	-8	-2.2	-7	-2.1
O=C(CN1CCN(Cc2ccccc2)C1=O)NCCCN1CCOCC1	-3	-5	0.1	.	-9	1.7	?	-1.4
Cc1ccc(NC(=O)Cn2cc(C(F)(F)F)cc(Cl)c2=O)cc1S(=O)(=O)N1CCCCC1	1	-3	0.0	-48	-6	.	-4	5.2
COc1ccc(C2NC(=O)NC(C)=C2C(=O)Nc2cccc(C)c2C)cc1 (centres undefined)	0	10	0.2	.	-6	0.2	60*	6.4
COc1ccc(C2c3ccc(O)cc3Oc3ncn(CCN4CCOCC4)c(=N)c32)cc1 (centres undefined)	-2	-9	1.5	24	-7	5.6	0	1.4
Cc1ccccc1-c1nnc(SCC(=O)NC2CCCC2)n1C	-153	1	0.2	8	12	-0.2	0	2.0
CCCc1cc(C(=O)Nc2cc(C)ccc2O)no1	5	-2	-0.1	10	-3	-0.3	12	-2.9
O=C(O)c1cccc(-c2ccc(/C=N/n3cnnc3)o2)c1	-2	7	0.2	-1	-12	.	-5	-1.5
CCN(CC)CCNc1c(C)cc(CO)c(Cl)c1C	-13	0	0.0	.	-8	.	1	3.0
COc1cc(OC)c2ccc(=O)oc2c1C(CCN1CCN(c2ccccc2)CC1)c1ccc2c(c1)OCO2 (centres undefined)	0	-7	0.2	-9	-165	-0.2	-8	2.1
C[C@@H]1CN([C@@H](C)CO)C(=O)c2cc(N(C)C)ccc2O[C@@H]1CN(C)Cc1ccncc1	-4&-2	-7&13	-0.7&-0.2	-6&-3	3&-16	0.2	2&-5	5.0&-2.7
CCC(=O)NC[C@H]1N[C@H](CO)[C@@H]1c1ccc(-c2ccccc2F)cc1	-1	.	0.0	-7	-42	0.0	-3	-0.2
CC(Sc1n[nH]c(-c2cccs2)n1)C(=O)Nc1ccccc1F (centres undefined)	1	16	0.0	-4	-2	.	-7	-0.5
Cc1ccc(CNC(=O)CCC2CCCN(Cc3cccc4c3OCO4)C2)o1 (centres undefined)	-3	-11	0.1	5	-10	3.4	-6	0.5
N#C/C(=C(/O)COc1ccccc1)c1nc2ccccc2s1	-2	-8	0.1	13	-18	.	-1	-0.3
Cc1cc(OCC(=O)NC2CC2)c2c(C)c(C)c(=O)oc2c1	-3	-5	0.1	-3	-4	.	-2	1.0
NNC(=O)c1ccc(S(=O)(=O)N2CCc3ccccc32)cc1	-2	2	0.2	-1	0	.	0	-1.0
Cc1cccc(CCNS(=O)(=O)c2ccc3c(c2)NC(=O)CS3)c1	1	-5	0.0	-9	-12	1.7	10	3.2
CCc1ccccc1-n1nnnc1SCC(=O)Nc1cc(C)on1	-1	0	0.1	0	-9	-0.2	-6	-0.7
Cc1ccc(N=Nc2ccc3ccccc3c2O)cc1	-1	3	0.1	-5	-15	0.2	-4	-1.1
C[C@@H]1CCCCO[C@@H](CN(C)S(=O)(=O)c2ccc(F)cc2)[C@@H](C)CN([C@H](C)CO)C(=O)c2cc(NC(=O)c3ccccc3)ccc2O1	-3&-1	-3&1	-0.1&0.0	2&1	-41&0	.	-17&-5	5.4&0.1
CN(C)CC(=O)N[C@H]1CC[C@@H](CC(=O)NCc2ccc(Cl)cc2)O[C@@H]1CO	-2	3	-0.2	10	1	0.0	?	-1.6
COc1ccc(N(C(=O)c2snc(C(N)=O)c2N)C(C(=O)NC2CCCCC2)c2ccc(F)cc2)c(OC)c1 (centres undefined)	0	-10	0.1	19	-16	.	-5	-3.3
COCCN(CCOC)C(=O)COC(=O)c1cc([N+](=O)[O-])ccc1Cl	-2	-7	-0.1	4	8	-0.8	7	2.4
O=S1c2ccccc2Sc2ccccc21	-1	4	0.0	1	-19	-1.0	4	-0.9
Cc1cc(C(F)(F)F)cc(NNC(=O)NC(=O)c2ccccc2Cl)n1	-1	6	0.1	2	3	5.2	-3	0.7
Cc1ccc(CN(C)C(=O)c2ccc(NS(=O)(=O)c3ccc4[nH]c(=O)[nH]c4c3)cc2)cc1	7	-6	0.0	-5	-10	.	-10	2.7
O=C1c2ccccc2C(=O)c2c([N+](=O)[O-])ccc(O)c21	38*	5	0.0	9	6	2.5	-1	-1.3
CCCS(=O)(=O)c1c(S(=O)(=O)CCC)c2cnccn2c1C(=O)c1ccc(F)cc1	.	-12	.	-26	-15	.	-3	-0.4
C[C@@H]1CN([C@H](C)CO)S(=O)(=O)c2ccc(C#Cc3ccccc3F)cc2O[C@@H]1CN(C)CC1CCOCC1	2	1	0.4	-5	-10	.	-1	-1.1

# Only Xi reactivation and GSIS activator, for two of the compounds above:
molecule	Xi reactivation	GSIS activator
COc1ccc(C2c3ccc(O)cc3Oc3ncn(CCN4CCOCC4)c(=N)c32)cc1 (centres undefined)	1.5	24
COc1ccc(C2NC(=O)NC(C)=C2C(=O)Nc2cccc(C)c2C)cc1 (centres undefined)	0.2	.

# From PubChem
